Bioassay records as filed in PubChem.
proKLK7 act = activators of human kallikrein-7 zymogen. activation, % at 7 µM. purified proKLK7, EDANS-DABCYL substrate fluorescence; 100% is mature enzyme control, 0% vehicle. P49862. 0.9% of 370,000 active;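 active = activation above the mean of all tested compounds plus 3 SD, computed per campaign excluding outliers beyond control limits, cut at about 13% in these data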
Target sequence (P49862 whole entry, looked up): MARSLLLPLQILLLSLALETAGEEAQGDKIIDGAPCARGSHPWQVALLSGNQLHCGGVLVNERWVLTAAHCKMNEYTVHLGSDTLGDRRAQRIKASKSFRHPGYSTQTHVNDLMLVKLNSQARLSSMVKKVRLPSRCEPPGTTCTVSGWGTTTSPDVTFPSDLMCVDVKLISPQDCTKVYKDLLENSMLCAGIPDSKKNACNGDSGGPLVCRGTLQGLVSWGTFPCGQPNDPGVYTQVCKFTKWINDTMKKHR
Tn6 DDE FP = DD(E)-Tn6 binding inhibition, primary FP screen; 0.21% of 370,000 active; Fibrin DD(E) TRITC-Tn6 fluorescence polarization displacement; P02675; inhibition, % at 8.3 µM; AID 720509;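 active = inhibition above a per-campaign cutoff: mean of compounds within control limits plus 3 SD, cut at about 15% in these data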;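 also: 0% = median of all compound wells on the plate and 100% = blocking peptide control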
LEDGF integ inh = blocks HIV-1 LEDGF/p75-dependent DNA integration | inhibition, % at 3.7 µM | 0.64% of 370,000 active | TR-FRET IN-LEDGF/p75 DNA integration, Eu/Cy5;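 active = inhibition above the screen-wide mean plus 3 SD, cut at about 13% in these data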;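 also: signal is the Cy5 over europium emission ratio at 671 and 618 nm; 0% = plate median of compound wells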
Tn7 DDE FP = inhibitors of Tn7 peptide binding to human fibrin DD(E); P02675; FP displacement of FITC-Tn7 peptide from fibrin DD(E); 0% = median of compound wells per plate; 0.13% of 370,000 active; inhibition, % at 8.3 µM;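 active = inhibition above the mean of compounds falling within the control limits plus 3 SD of them, cut at about 14% in these data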;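 also: 0% = plate median of compound wells and 100% = 10 µM Aha-Tn7 peptide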
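Assay system: human fibrin DD(E) protein / Input: 2 µM fibrin DD(E) / Benchmarks: high control of 10 µM Aha-Tn7 peptide / Measured by: fluorescence polarization of the labelled Tn7 tracer / Medium: Tris buffer with calcium and detergent, pH 7.8 / Timing: 10 min compound pre-incubation, 3 h probe incubation at room temperature / Repeats: one replicate per compound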
TCR CD3 inh = blocks the human TCR-CD3 interaction. TAMRA-labeled TCR probe fluorescence, biochemical. inhibition, % at 9.4 µM. 0.37% of 360,000 active. AID 651800; in the data active = inhibition above about 19%;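 also: recombinant mutant TCR 2C K166C tagged with TAMRA read by polarization; 0% = receptor in buffer alone and 100% = receptor with positive control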
SIAE inh = inhibitors of human sialic acid acetylesterase SIAE. 0.69% of 370,000 active. SIAE FP-Rh probe binding, fluorescence polarization. Q9HAT2. inhibition, % at 9.66 µM;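 active = inhibition above a cutoff: mean of compounds within the control limits plus 3 SD of those, cut at about 17% in these data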;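 also: 0% = plate median of compound wells and 100% = probe without SIAE protein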
MBD2 inh = MBD2-methylated oligo binding inhibition; TR-FRET, MBD2 binding to methylated oligonucleotide; AID 686964; inhibition, % at 4.4 µM; Q9UBB5; 0.31% of 370,000 active; in the data active = inhibition above about 13%
PRMT1 inh = inhibitors of human PRMT1 | Q99873 | recombinant PRMT1, activity-based probe fluorescence polarization | inhibition, % at 2.79 µM | 1.3% of 370,000 active | AID 652257;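 active = inhibition above about 21% made by adding two undisclosed values, limit read from the data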
TDP2 absorb = blocks human TDP2 phosphodiesterase activity; inhibition, % at 12.8 µM; recombinant TDP2, T5PNP hydrolysis, p-nitrophenol absorbance 415 nm; 0.34% of 370,000 active;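 active = inhibition above the mean of all tested compounds plus 3 SD, set per campaign, cut at about 25% in these data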;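 also: 0% = DMSO with enzyme and 100% = buffer with substrate but no TDP2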
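Test system: Human TDP2 enzyme | Reagent: 5 mM T5PNP | Compound dosing: 12.8 µM single point, 1% DMSO | Incubation: Enzyme reaction with compound for 2 h at 37 °C | Technique: p-Nitrophenol epi absorbance | Read-out: % inhibition relative to enzyme-containing and enzyme-free wells | Benchmarks: High control without enzyme, low control DMSO plus TDP2 | Replicates: Singlicate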
UHRF1 binding = human UHRF1 methylated DNA binding inhibitors; Q96T88; UHRF1 binding to methylated oligo, TR-FRET; inhibition, % at 4.4 µM; 0.75% of 370,000 active; AID 687016; in the data active = inhibition above about 21%;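 also: UHRF1 SRA domain binding a hemimethylated CpG hairpin DNA probe; 0% = median of test compound wells and 100% = reference inhibitor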
Target sequence (Q96T88 whole entry, looked up, the tested form may be a part): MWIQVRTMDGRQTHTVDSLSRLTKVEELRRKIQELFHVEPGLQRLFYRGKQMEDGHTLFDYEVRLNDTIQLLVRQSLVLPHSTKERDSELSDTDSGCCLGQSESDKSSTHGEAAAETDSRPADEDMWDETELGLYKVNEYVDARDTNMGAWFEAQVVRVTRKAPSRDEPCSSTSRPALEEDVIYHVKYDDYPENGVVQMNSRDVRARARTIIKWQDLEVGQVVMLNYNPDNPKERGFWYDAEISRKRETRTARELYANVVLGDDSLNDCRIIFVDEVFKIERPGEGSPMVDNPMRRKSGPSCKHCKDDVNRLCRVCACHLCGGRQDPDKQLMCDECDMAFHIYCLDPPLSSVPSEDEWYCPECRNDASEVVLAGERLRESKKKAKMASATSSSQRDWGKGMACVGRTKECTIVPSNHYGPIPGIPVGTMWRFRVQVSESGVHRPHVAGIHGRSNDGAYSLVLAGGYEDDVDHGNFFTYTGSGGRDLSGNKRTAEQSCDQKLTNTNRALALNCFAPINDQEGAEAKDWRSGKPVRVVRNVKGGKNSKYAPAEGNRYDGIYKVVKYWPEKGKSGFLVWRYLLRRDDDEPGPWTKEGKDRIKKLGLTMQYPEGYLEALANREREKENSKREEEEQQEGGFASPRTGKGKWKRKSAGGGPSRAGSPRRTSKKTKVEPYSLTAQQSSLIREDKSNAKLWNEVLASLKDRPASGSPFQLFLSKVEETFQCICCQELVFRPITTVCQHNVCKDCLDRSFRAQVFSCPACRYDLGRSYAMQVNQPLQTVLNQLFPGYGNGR
An asterisk follows results filed as active; · = not tested or not shown.

proKLK7 act	Tn6 DDE FP	LEDGF integ inh	Tn7 DDE FP	TCR CD3 inh	SIAE inh	molecule	MBD2 inh	PRMT1 inh	TDP2 absorb	UHRF1 binding
-1.1	3	-3	0	1	-2	CC(C)C[C@H](NC(=O)OC(C)(C)C)C(=O)N1CCC(C(=O)N[C@@H](Cc2ccccc2)C(=O)O)CC1	3	2	-3	0
0.2	12	2	2	-3	1	CCOc1cc(OCC)cc(C(=O)N2CCC[C@@H]2C(=O)N2CCC[C@H]2C(=O)NCc2ccccc2)c1	-2	-2	-9	1
·	0	2	-6	·	-6	S=C(Nc1ccccc1)OCCN1CCCC12CCC(c1ccccc1)CC2 (stereo unspecified)	-1	19	5	0
-0.6	5	1	0	-2	8	N#Cc1ccc(CN2CCN(c3ccc(S(=O)(=O)N4CCCC4)cn3)CC2)cc1	2	3	-4	4
-0.2	-1	1	-8	-5	-6	C=C(C)Cn1c(SCC(=O)O)nnc1-c1ccc(C(C)(C)C)cc1	-2	1	-10	0
0.5	4	7	-1	4	5	CC(=O)c1ccc(S(=O)(=O)N2CCN(c3nc4c(C)c(C)ccc4cc3C#N)CC2)cc1	0	0	-7	-2
0.4	0	1	3	8	0	CC1CCN(S(=O)(=O)c2ccc(C(=O)OC(C)C(=O)N(C)C3CCCCC3)cc2)CC1 (stereo unspecified)	4	0	5	1
0.2	0	3	-5	7	-2	O=C1CN(c2nc3ccccc3n3cnnc23)CC(=O)N1CCc1ccccc1	0	0	-7	0
0.1	-4	6	0	-3	0	COc1cc(C(=O)Nc2ccc(OCC(=O)O)cc2)cc(OC)c1OC	-2	-4	-15	-5
-0.2	-2	0	0	·	-2	COC(=O)C[C@H]1CC[C@H]2[C@H](COc3ccc(NS(=O)(=O)c4cccc(OC)c4)cc3C(=O)N2C)O1	-3	-3	4	-1
0.3	6	2	2	-3	6	CC1CCCC(NC(=O)COC(=O)c2ccc(Br)o2)C1C (stereo unspecified)	-1	-3	5	1
-1.6	-9	-4	-2	0	3	COc1ccc(C(=O)c2sc(Nc3ccc(NC(C)=O)cc3)nc2C)cc1	-4	3	3	1
0.0	-2	-1	-6	-4	0	COc1cccc(C(=O)Nc2ccccc2C(=O)NCC2CCCO2)c1 (stereo unspecified)	0	-3	-14	3
-0.3	-5	0	0	-6	3	C[C@@H](NC(=O)[C@@H]1CCCN1C(=O)[C@@H]1CCCN1C(=O)c1ccccc1)c1ccccc1	4	4	-5	15
-1.1	-12	8	2	-1	-1	Cc1cccc(N/C=C/C(=O)c2ccc(Cl)cc2)c1	9	2	11	0
-0.4	-1	3	4	1	-4	O=C(CC(C(=O)O)N1CCOCC1)Nc1ccc(Cl)cc1 (stereo unspecified)	2	-2	11	3
-0.1	7	-2	0	3	5	C=C1[C@H](C)CN(S(=O)(=O)C(C)(C)C)[C@H]1CCO	-4	0	4	-3
0.5	-1	-2	1	-7	3	Cc1ccc(CONC(=O)c2cccc([N+](=O)[O-])c2)cc1	1	2	2	-1
0.3	-5	4	23*	3	10	Cc1cc2nc3c(=O)n(CCc4ccccc4)c(=O)[nH]c3nc2cc1N	-13	109*	1	-33
-0.7	2	-5	3	-3	1	CCCCN(C(=O)CC1CCCCC1)c1c(N)n(CCCC)c(=O)[nH]c1=O	-1	2	-6	3
-0.2	8	4	-4	2	1	CC(C)(C)S(=O)(=O)/C(C#N)=N/Nc1ccc(Cl)cc1	-4	-1	-1	-1
0.4	11	4	-4	8	0	COc1ccc(C(=O)C2CCN(C(=O)c3ccc(F)cc3)CC2)cc1	-3	4	0	-1
-0.2	0	0	-1	-3	-3	N#Cc1ccc(NC2c3ccccc3CC2O)cc1 (stereo unspecified)	1	4	-6	2
-1.2	-6	7	-14	-4	1	O=C(O)c1ccccc1OCCN1CCCC1=O	-2	0	2	2
-0.8	8	-4	-2	-4	0	COc1ccc(S(=O)(=O)N2CCCC2)cc1Br	2	0	13	-1

Three entries out of the list, arranged by SMILES length, lowest first:
proKLK7 act	Tn6 DDE FP	LEDGF integ inh	Tn7 DDE FP	TCR CD3 inh	SIAE inh	molecule	MBD2 inh	PRMT1 inh	TDP2 absorb	UHRF1 binding
-1.1	-12	8	2	-1	-1	Cc1cccc(N/C=C/C(=O)c2ccc(Cl)cc2)c1	9	2	11	0
-0.2	-1	1	-8	-5	-6	C=C(C)Cn1c(SCC(=O)O)nnc1-c1ccc(C(C)(C)C)cc1	-2	1	-10	0
-0.7	2	-5	3	-3	1	CCCCN(C(=O)CC1CCCCC1)c1c(N)n(CCCC)c(=O)[nH]c1=O	-1	2	-6	3

Carrying on.
proKLK7 act	Tn6 DDE FP	LEDGF integ inh	Tn7 DDE FP	TCR CD3 inh	SIAE inh	molecule	MBD2 inh	PRMT1 inh	TDP2 absorb	UHRF1 binding
-0.2	0	-1	2	6	0	N#CC1=C(N)Oc2cc3ccccc3cc2C1c1cccs1 (stereo unspecified)	-2	6	3	3
0.2	-2	0	-14	2	-1	CCCSc1nc2c(c(=O)n(C)c(=O)n2C)n1Cc1ccc(C)cc1	2	-2	-3	1
0.5	2	0	4	2	4	C/C(=N/Nc1nc(C)cc(C)n1)c1ccc(Br)cc1	5	0	1	2
-0.5	9	0	8	-5	13	CCCCn1c(N)c(N(CCOC)C(=O)CN2C(=O)c3ccccc3C2=O)c(=O)[nH]c1=O	0	6	-2	-2
0.4	0	2	3	-6	1	Cc1cc(CNCc2c(C(=O)N(C)Cc3ccccc3)nc3ccccn23)nn1C	0	1	4	0
-0.1	-2	1	-1	9	-15	Cc1c(NC(=O)C(C)OC(=O)c2cc(-c3cccc4ccccc34)nc3ccccc23)c(=O)n(-c2ccccc2)n1C (stereo unspecified)	3	1	1	2
0.2	7	0	9	2	1	CCC1CCC/C1=N\NC(=O)c1ccoc1C (stereo unspecified)	5	-1	11	9
-0.4	4	-2	8	9	-8	COc1ccc(C(C)=O)cc1Cn1c(C)c(C(=O)NCc2cccc(C(F)(F)F)c2)sc1=O	-5	2	3	-1
0.2	3	3	2	1	3	CCOc1ccc(N(CC(=O)O)S(=O)(=O)c2ccc(OC)c(OC)c2)cc1	-1	1	-1	-2
1.6	-2	-4	-8	2	6	CC(C)CCN(C)[C@H]1C[C@H]2c3[nH]c4ccccc4c3CCN2C[C@H]1[C@H](C)O	1	0	-2	2
-0.3	4	3	3	-1	-4	N#Cc1c(-c2ccc(Cl)cc2)ccn2nc(CCC(=O)O)nc12	-1	2	-6	2
-0.5	-2	-1	-1	-9	-1	Cc1ccc(N2CC(O)=C(c3nc4ccccc4c(=O)[nH]3)C2=N)cc1C	-3	-6	3	-3
-0.2	6	1	6	-3	2	COc1ccc(-c2nc3ccccc3c(=O)n2CCOc2ccccc2C)cc1	-1	-1	-2	2
-0.5	-3	1	-3	0	8	COc1ccc(NC(=O)CN(c2ccc(C(C)C)cc2)S(=O)(=O)c2c(C)noc2C)cc1OC	0	-7	-2	0
0.1	1	4	-1	0	-5	Cc1ccc(S(=O)(=O)Nc2nc3ccc(S(=O)(=O)N4CCCC4)cc3s2)cc1	-3	2	3	0
0.2	-1	2	-11	0	-1	Cc1cc(C(=O)NNC(=O)C2CCCC2)c(C)o1	0	1	-5	3
0.1	2	1	5	-1	-7	COCCCn1c(SCc2nnc(-c3ccc(OC)c(OC)c3)o2)nc2ccccc2c1=O	0	2	-6	1
-0.1	9	3	-1	4	3	COc1ccc(NC(=S)Nc2ccc(S(=O)(=O)N3CCCCC3)cc2)cc1	1	-5	-1	0
0.9	-5	7	-3	-1	5	O=C1C(Cl)=C(NCC2CCCO2)C(=O)N1CCc1ccccc1 (stereo unspecified)	13	3	2	6
0.6	4	-5	2	1	5	OCc1cn(-c2ccccc2)nn1	0	3	0	0
0.0	-2	-3	2	4	0	O=[N+]([O-])c1ccccc1S(=O)(=O)Nc1ccn(Cc2c(F)cccc2Cl)n1	8	4	13	18
0.4	0	0	2	-3	-2	COc1ccccc1N1C(=O)CC(c2ccccc2)CC1=O	-5	-1	4	-1
0.8	6	0	-2	5	-1	CCN(CC)S(=O)(=O)c1ccc(NC(=O)CN(c2ccc(OC)cc2OC)S(C)(=O)=O)cc1	1	-2	9	-4
0.1	-8	-4	-2	2	-9	Cc1cccc(N(C)C(=O)CN2C(=O)COc3ccc(S(=O)(=O)N4CCCCCC4)cc32)c1	4	4	-18	6
0.0	1	-4	3	-1	-3	Cc1ccc(C(C)C)c(OCCCN(C)Cc2ccccc2)c1	1	2	-1	4
-0.6	-4	1	7	0	-2	S=C(NCc1cccnc1)Nc1cccc(Cl)c1	3	-1	1	0
0.1	-2	1	3	-1	3	CCOC(=O)C1CCN(C(=O)c2cccc(S(=O)(=O)N3CCCc4ccccc43)c2)CC1	1	0	3	1
-0.2	-2	10	-8	-1	-3	O=C(Cn1ccccc1=O)Nc1ccc(Cl)c(S(=O)(=O)N2CCCCC2)c1	10	-2	8	19
0.3	0	-2	2	6	1	c1ccc(COc2ncnc3c2ncn3CCCNCc2ccc3c(c2)OCO3)cc1	0	-7	4	-1
-0.8	2	-2	0	-10	-2	Cc1cc(NC(=O)NN2CCOCC2)nn1-c1c(Cl)cccc1Cl	8	8	-13	5
-0.2	5	1	-6	-4	1	O=C(CN1C(=O)NC2(CCCCC2)C1=O)N1CCOCC1	0	-2	-12	-2
-0.4	-3	-1	5	-6	-2	O=C(Cn1nc(CNc2ccc(Cl)cc2)[n+]2c1CCCCC2)c1ccc(Cl)cc1	4	2	-8	0
0.0	0	-1	10	4	-2	COC(=O)[C@]12C[C@H](CC(=O)NCCc3ccccc3OC)C(=O)N(Cc3ccc4c(c3)OCO4)C1=C[C@H](C(C)(C)C)O[C@@H]2C	0	2	1	2
-0.2	-2	-1	-2	-8	6	Cc1c(C(=O)O)sc(S(=O)(=O)N2CCN(C(=O)Cc3ccccc3Cl)CC2)c1C(=O)O	4	5	2	3
-0.4	-8	0	6	-3	-1	COc1ccc(CCC(=O)NCCOc2ccc(C)cc2)cc1	-5	5	2	2
-0.5	-2	4	-4	-3	7	CC(=O)Nc1ccc(S(=O)(=O)NCc2csc(C)n2)cc1	4	-4	6	0
-0.1	-7	-3	-3	3	-13	O=C(NCc1cccs1)[C@@H]1CSC2c3ccccc3C(=O)N21 (stereo partly specified)	1	26*	-14	6
0.3	-2	2	-7	8	-2	O=C1c2ccccc2C(=O)N1CCSc1nc2ccccc2c(=O)n1CCCN1CCOCC1	0	-1	-4	4
0.2	3	1	-1	6	1	O=C(Cn1nnc(-c2ccccc2F)n1)NCCc1ccccc1	-2	2	-4	1
0.0	5	-1	-1	10	1	CCOc1ccc(/C=N/NC(=O)c2ccccc2C)cc1CN1CC2CC(C1)c1cccc(=O)n1C2 (stereo unspecified)	-4	-1	-1	-1
0.1	-4	4	2	-2	0	CN(CC(=O)Nc1ccc(F)cc1)C(=O)COC(=O)/C=C/c1ccc(OC(F)F)cc1	3	2	-13	6
